Shn3 3UTR inh: Schnurri-3 reporter inhibition in Clone20 osteoblasts | Clone20 osteoblast Shn3 3'UTR firefly luciferase, 24 h | inhibition, % at 12.5 µM | actives 0.52% (n = 360,000) | AID 588674;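 active means mean inhibition of at least 75% with every replicate also reaching 75%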;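 further: 0% = median of neutral control wells and 100% = pilot-screen positive control compound; some compounds past the cut are filed as inactive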
MITF TRPM1 inh: inhibitors of MITF-driven TRPM1 promoter in melanoma cells; SK-MEL-5 TRPM1 promoter luciferase, 24 h; inhibition, % at 12.5 µM; actives 0.83% (n = 330,000);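 active means mean inhibition across replicates of 60% or more, whatever share of single replicates reaches that level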; further: values of inactives mirror those of a sister screen read the other way
C8 TRAIL sens: caspase-8 TRAIL sensitization; actives 1% (n = 360,000); inhibition (viability loss, TRAIL sensitization), % at 10 µM; NB7+C8 cells + TRAIL, ATPlite viability luminescence;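 active means compounds causing at least 50% loss of cell viability in the single-dose screen, relative to plate controls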
EBV LMP1 NFkB: reduces LMP1-driven NF-kappaB luciferase signal; LMP1-induced NF-kappaB luciferase reporter cells, luminescence; AID 504558; actives 0.69% (n = 350,000); inhibition, % at 12.5 µM; in the data active means inhibition above about 41%;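 further: 0% = neutral control wells and 100% = reference inhibitor control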
KKLEB cytotox: CF airway cell cytotoxicity counter-screen; KKLEB CF airway cells viability, ATPlite luminescence, overnight; active compounds read low; cells stimulated with P. aeruginosa culture filtrate; activity change (cytotoxicity), % at 5 µM; actives 0.36% (n = 360,000); AID 602141;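 active means corrected activity change at or below -50% at 5 µM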
NR2E3 ag-1: activates human NR2E3 receptor. CHO-S Gal4-NCOR/VP16-NR2E3 two-hybrid, luciferase. actives 0.35% (n = 360,000). inhibition of corepressor binding, % at 3.98 µM. Q9Y5X4. AID 602229;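 active means inhibition above the mean of all tested compounds plus 3 SD, cut at about 70% in these data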;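 further: 0% = DMSO with NR2E3 transfected cells and 100% = cells lacking NR2E3 construct; higher means lower luciferase signal from less NR2E3 corepressor binding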
Target sequence (Q9Y5X4 whole entry, looked up, the tested form may be a part): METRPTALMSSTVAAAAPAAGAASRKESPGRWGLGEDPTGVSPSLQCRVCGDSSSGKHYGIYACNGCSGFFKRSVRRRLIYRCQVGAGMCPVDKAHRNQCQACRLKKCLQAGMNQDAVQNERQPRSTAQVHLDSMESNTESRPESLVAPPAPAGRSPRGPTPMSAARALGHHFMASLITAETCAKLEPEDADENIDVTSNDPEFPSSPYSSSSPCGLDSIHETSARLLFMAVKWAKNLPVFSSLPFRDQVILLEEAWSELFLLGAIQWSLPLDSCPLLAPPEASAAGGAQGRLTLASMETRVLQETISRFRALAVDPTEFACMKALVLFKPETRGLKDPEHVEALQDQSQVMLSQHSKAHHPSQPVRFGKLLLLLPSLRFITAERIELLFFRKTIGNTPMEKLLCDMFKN
NR2E3 ag-2: agonists of human nuclear receptor NR2E3; GST-NR2E3/biotin-RetCOR TR-FRET, 1536-well; inhibition of corepressor binding, % at 4.78 µM; actives 0.12% (n = 320,000); AID 2300;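 active means percent inhibition above the cutoff of mean plus 3 SD of all tested compounds, set per screening campaign, cut at about 20% in these data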;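 further: 0% = DMSO wells and 100% = biotin wells as full block of FRET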
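system = GST-tagged NR2E3 plus biotinylated RetCOR corepressor | input = 1.35 nM GST-NR2E3 | also added = 7 nM biotin-RetCOR | schedule = 5 h incubation at 4 °C | measured by = TR-FRET with europium anti-GST and streptavidin-D2, 340 nm excitation | read-out = percent loss of FRET ratio relative to control wells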
HIF-2a block: inhibitors of HIF-2a. 786-0 RCC cells HIF-2a reporter, luciferase luminescence, overnight. inhibition, % at 18.8 µM. actives 0.72% (n = 360,000);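 active means inhibition of the luminescence signal of 40% or more relative to plate controls, in a single-dose primary screen at 18.75 µM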
Peg3 prom inh: Peg3 promoter activity inhibition. HeLa PEG-Prom luciferase reporter, luminescence, overnight. actives 1.7% (n = 360,000). inhibition, % at 20 µM;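 active means inhibition of at least 50% at 20 µM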
hiPSC survival: hiPSC single-cell survival enhancement; AID 602274; survival enhancement, % at 20 µM; actives 0.044% (n = 360,000); ATPlite luminescence; 100% = ROCK inhibitor wells, 0% = DMSO; in the data active means survival enhancement above about 18%;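 further: cells exposed to compounds for 16 hours before the ATP read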
CF NFkB block: cystic fibrosis NF-kB activation inhibition. KKLEB NF-kB-GFP reporter, PAF-induced, GFP fluorescence overnight. AID 588850. actives 0.86% (n = 360,000). inhibition, % at 5 µM;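 active means at least 50% inhibition at 5 µM, scaled per plate between neutral and stimulator controls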;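 further: PAF is a Pseudomonas aeruginosa culture filtrate used as stimulus; plate controls were PAF-stimulated DMSO wells for no effect and unstimulated DMSO wells for full effect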
* = called active by the depositor; · = not tested or not shown. These rows are one share of the data; rates above refer to the full screens.

Order of results: Shn3 3UTR inh	MITF TRPM1 inh	C8 TRAIL sens	EBV LMP1 NFkB	KKLEB cytotox	NR2E3 ag-1	NR2E3 ag-2	HIF-2a block	Peg3 prom inh	hiPSC survival	CF NFkB block
O=C(NCCCN1CCN(C2CCCCC2)CC1)Nc1ccccc1C(F)(F)F
 : -13	-1	14	-1	16	14	-1	3	16	-2.5	-2
O=C(CCc1ccccc1)N1CCN(S(=O)(=O)c2cccs2)CC1
 : 2	4	13	-7	3	7	-1	7	16	-0.4	4
COc1ccccc1CNC(=O)c1cc(-c2ccccc2)nn1Cc1cc(C)no1
 : 5	-9	8	-16	-17	20	5	-47	-10	-1.1	15
CC(C)N(C(=O)[C@H]1C[C@H](CC(=O)NC(C)(C)C)C(=O)N2CCc3c([nH]c4ccc(Cl)cc34)[C@]12C)C(C)C
 : 27	26	27	4	-7	28	·	-3	17	-0.1	29
Cc1ccc(OCC(=O)NCCc2nc3ccccc3[nH]2)c(C)c1
 : 2	0	-4	5	10	-22	2	10	-18	0.5	-10
N#CC1=C(N)Oc2n[nH]c(-c3ccc(F)cc3)c2C1c1cccnc1 (stereo not given)
 : -26	-3	1	-6	19	-26	·	4	12	-2.0	-2
COc1cccc(NC(=O)c2ccc3c(SCC(=O)O)c4c(nc3c2)CCCC4)c1
 : 4	5	4	4	-1	4	7	3	-7	-0.1	-6
CCN(CC)CCNC(=O)c1c(O)c2c([nH]c1=O)CCCC2
 : -8	6	3	-2	4	-7	2	-21	-12	0.2	-4
C=CCN(C(=O)Nc1ccc(OC)cc1)c1nnc(-c2ccncc2)s1
 : 25	-12	-14	11	-6	3	2	13	23	-0.4	6
CCO[C@@H]1OC(C(=O)N2CCN(C)CC2)=C[C@H](C2CCCCC2)[C@H]1CCCO
 : -30	1	21	-1	0	-7	3	7	-5	-0.7	4
COc1ccc(CN2CC(C(=O)NCCCN3CCCCC3)CC2=O)cc1 (stereo not given)
 : 1	-6	-20	2	-6	-20	-5	7	-4	0.0	-3
CC(C)(C)c1ccc2cccc(F)c2n1
 : 6	·	4	·	4	3	·	16	8	-1.9	11
CC(=O)c1cnc(Nc2ccc(C)cc2)s1
 : -40	-53	-2	-7	-2	-60	2	-223	-174	-0.4	-2
Cc1cccc(NC(=O)CNC(=O)Cn2cc(C(F)(F)F)cc(Cl)c2=O)c1C
 : -5	-4	-7	0	4	-14	·	10	-8	-0.2	4
Cc1csc(C(=O)O)c1NC(=O)c1cccc([N+](=O)[O-])c1
 : 0	5	-14	7	-8	19	3	6	-2	-1.1	6

Entries of single compounds, quoted from the list:
C=CCN(C(=O)Nc1ccc(OC)cc1)c1nnc(-c2ccncc2)s1 is listed with Shn3 3UTR inh = 25; MITF TRPM1 inh = -12; C8 TRAIL sens = -14; EBV LMP1 NFkB = 11; KKLEB cytotox = -6; NR2E3 ag-1 = 3; NR2E3 ag-2 = 2; HIF-2a block = 13; Peg3 prom inh = 23; hiPSC survival = -0.4; CF NFkB block = 6
CCN(CC)CCNC(=O)c1c(O)c2c([nH]c1=O)CCCC2 is listed with Shn3 3UTR inh = -8; MITF TRPM1 inh = 6; C8 TRAIL sens = 3; EBV LMP1 NFkB = -2; KKLEB cytotox = 4; NR2E3 ag-1 = -7; NR2E3 ag-2 = 2; HIF-2a block = -21; Peg3 prom inh = -12; hiPSC survival = 0.2; CF NFkB block = -4

(next part)
Order of results: Shn3 3UTR inh	MITF TRPM1 inh	C8 TRAIL sens	EBV LMP1 NFkB	KKLEB cytotox	NR2E3 ag-1	NR2E3 ag-2	HIF-2a block	Peg3 prom inh	hiPSC survival	CF NFkB block
CC(C)CNC(=O)CSc1nc2scc(-c3ccccc3)c2c(=O)[nH]1
 : 18	12	16	-1	-9	34	8	20	-33	-1.1	-3
CCC1(C(=O)OC)NC(c2ccco2)C2C(=O)N(c3ccc(C)cc3)C(=O)C21 (stereo not given)
 : -7	2	5	-8	-8	-13	2	8	4	-1.3	-5
O=C(c1cccc(Cl)c1)N1CCCC(C(=O)N2CCN(c3ccccc3)CC2)C1 (stereo not given)
 : 11	4	-2	-3	-8	22	1	8	16	1.7	-3
Cc1cccc(OCC(=O)N/N=C/c2ccccc2C(=O)O)c1
 : 6	9	-2	-5	-6	-28	3	14	-3	0.1	9
COc1ccccc1OCC(=O)N/N=C(\C)c1ccc2ccccc2c1
 : -32	·	14	-16	12	-4	·	-44	-64	2.8	-6
CC(=O)Nc1ccc(C2=NN(c3ccccc3)C(c3ccccc3)C2)cc1 (stereo not given)
 : -9	-7	-2	3	2	-32	4	-68	-13	1.6	3
CSC1=C(C#N)C(=O)NC(c2ccc(Cl)cc2)S1 (stereo not given)
 : -6	8	7	-3	4	-39	0	-20	34	-0.3	-36
CCOC(=O)N1CCN(CCC(=O)Nc2cc([N+](=O)[O-])ccc2OC)CC1
 : 0	2	1	1	-3	-8	0	14	1	-2.0	2
Cc1cc2cc(CNS(=O)(=O)c3ccc4ccccc4c3)ccc2n1C
 : -2	4	14	5	13	-6	6	4	13	-2.9	6
CCOc1ccc([N+](=O)[O-])c(N)c1
 : -11	-3	2	2	-2	-35	0	13	-81	-1.1	0
CSc1nnc(-c2cc3ccccc3cc2O)n1C
 : -4	-6	-1	4	-4	-39	-1	-32	-39	3.2	9
O=C(CCS(=O)(=O)c1ccccc1)NCc1ccccc1
 : -5	-13	-10	1	7	-1	1	-32	0	-0.6	-11
Nn1c(CSc2nc3ccccc3o2)nnc1CSc1nc2ccccc2o1
 : ·	3	-7	-5	-10	-12	-3	21	8	4.5	16
O=C(Nc1ccnn1C1CCN(Cc2c[nH]c3ccccc23)CC1)c1ccccc1
 : -7	11	0	2	0	-5	0	6	-8	-0.5	-7
CCn1c(SCC(=O)OC(C)C)nnc1-c1ccccc1OC
 : -9	3	-3	-6	-10	-7	-3	17	1	-0.2	2
CC(C)Oc1ccc(C(=O)NCC(=O)Nc2ccc3c(c2)CCC3)cc1
 : -16	-24	-8	-6	-12	-20	0	-116	-65	-0.1	8
O=S(=O)(c1cccc(-c2nnc(SCc3ccc(Cl)cc3)o2)c1)N1CCCCC1
 : 5	9	-2	0	-12	-20	1	13	7	0.1	13
CC1CCCN(C(=O)c2cccc(S(=O)(=O)Nc3cc(C(F)(F)F)ccc3Cl)c2)C1 (stereo not given)
 : -6	-13	-10	3	-2	38	5	7	24	1.8	17
CCOc1ccccc1NC(=S)N(Cc1cc2ccc(C)cc2[nH]c1=O)CC1CCCN1CC (stereo not given)
 : 0	-9	-4	0	-12	10	0	14	-3	-0.8	0
Nc1c(C(=O)c2ccc(Cl)cc2)oc2ccccc12
 : -39	-16	-13	-6	-8	-28	0	-191	-129	2.7	1
CCS(=O)(=O)N1CCN(C(=O)c2cccs2)CC1
 : 2	9	-7	-48	-4	-7	-2	6	8	3.3	-2
CN(CC(=O)Nc1cccc(S(=O)(=O)N2CCCCC2)c1)Cc1ccc(F)cc1
 : 16	-14	-2	-1	10	-4	-1	13	21	0.5	-18
COc1cccc(-c2csc(NC(C)=O)n2)c1
 : -100	-83	-8	-3	7	-120	0	-235	-253	2.4	7
CCC(C)[C@H](NC(=O)C1CC(=O)N(c2ccc(OC)cc2)C1)C(=O)NC1CCCC1 (stereo not given in full)
 : 5	2	-6	0	-4	2	-1	5	-13	-0.6	14
Cc1cnc(NC(=O)c2ccc(F)c(S(=O)(=O)N3CCOCC3)c2)s1
 : -13	-22	22	1	0	-5	-4	-86	-26	-0.2	-17
COC(=O)N1C(=O)[C@@](c2ccccc2)(C2CCCC2)N1C(=O)OC
 : -3	30	1	0	-16	-10	0	35	50*	-3.0	67*
COc1ccc2nc(NC(=O)C(NS(=O)(=O)c3cccs3)C(C)C)sc2c1 (stereo not given)
 : 24	1	-12	-35	8	12	2	30	18	2.0	-2
COc1ccccc1/C=C/CN1CCC(Oc2ccc(C(=O)N3CCCC3)cc2)CC1
 : 7	1	6	5	8	-11	0	19	14	0.0	-4
O=C(Nc1nnc([C@H]2C[C@H](O)[C@@H](CO)O2)s1)c1cccc(Cl)c1
 : -14	·	-7	·	1	18	·	-5	-8	2.5	8
CCOC(=O)CSC1=C(C#N)C(c2ccc(F)cc2)C(C(C)=O)=C(C)N1 (stereo not given)
 : -58	-2	-33	4	3	-20	2	-4	2	-0.6	9
Brc1ccc2c(c1)C(c1cccs1)=NNC(c1cccnc1)=N2
 : 6	2	-10	-2	-3	-48	0	2	1	-2.6	9
COc1ccc(S(=O)(=O)N2CCN(C(=O)c3cccs3)CC2)cc1
 : ·	3	-8	6	2	9	2	18	11	2.7	-8
Cc1ccc(CCC(=O)Nc2ccc(Cl)cc2)o1
 : -16	-14	2	-9	-6	-19	1	-51	-46	-0.4	3
CCn1ccnc1CN(C)C(=O)CCc1nnc(CCCc2ccccc2)o1
 : -35	-15	-2	-1	3	20	2	-45	-21	2.4	1
O=C(NC(Cc1ccccc1)C(=O)Oc1ccc2c(C(F)(F)F)cc(=O)oc2c1)OCc1ccccc1 (stereo not given)
 : -14	-3	-4	1	11	5	2	18	-1	-0.4	3
COc1cc(C(=O)NCCC(=O)NCCN2CCCCCC2)cc(OC)c1OC
 : 23	22	-6	7	2	17	-4	3	4	2.3	-9
COc1ccc(C(C(O)C(=O)c2c[nH]c3ccccc23)N2CCN(c3ccc(OC)cc3)CC2)cc1 (stereo not given)
 : 0	-8	-9	-1	-9	-4	1	-2	5	3.1	7
O=C(COc1ccccc1Cc1ccccc1)NCCCN1CCOCC1
 : 8	4	17	-7	3	-25	1	12	-2	-0.4	1
COc1ccccc1OCCCCOc1ccccc1C(C)=O
 : 41	11	15	7	-4	27	2	-8	3	-1.8	22
CN1CCN(Cc2c(O)ccc3cc(-c4ccccn4)c(=O)oc23)CC1
 : -1	-3	0	1	3	-7	0	-6	-4	-0.9	19
c1ccc2c(c1)nnn2-c1ccncc1
 : -18	·	-8	-4	-12	-50	·	2	-17	-2.5	33
CC(=O)N1c2ccccc2C(=O)C1N(C)c1ccc(C)cc1 (stereo not given)
 : -23	8	-18	-17	3	-27	-4	-92	-2	-0.8	6
CCN1C(=O)c2ccccc2S(=O)c2ccc(C(=O)NCCN(CC(C)C)CC(C)C)cc21 (stereo not given)
 : 62	8	-4	-1	-2	-5	0	1	4	-0.5	1
Cc1ccc(N(CC#N)C(=O)CS(=O)(=O)c2cccc([N+](=O)[O-])c2)cc1
 : -5	7	-8	0	2	-14	1	5	2	0.0	-9
Cc1cc(C)n(C(=O)Cc2cn3ccsc3n2)n1
 : 0	-1	0	2	3	11	-3	18	15	2.0	-2
CC1CC(=O)C2=C(C1)Nc1nc3ccccc3n1C2c1cccnc1 (stereo not given)
 : 7	1	0	-2	-10	-9	6	20	7	0.3	0
CCCC(=O)Nc1nc2ccc(NC(=O)c3ccccc3F)cc2s1
 : 8	-1	-10	-11	-16	-34	0	-71	-14	-0.2	33
C=CCSC1=N/C(=C\c2ccsc2)C(=O)S1
 : 0	4	4	2	-15	10	-2	-13	-17	2.5	13
Fc1cccc(NC(=S)Nc2cccnc2)c1
 : 12	0	-8	2	14	-13	2	-16	6	1.8	8
Cc1[nH]c2ccccc2c1C(=O)C(=O)N1CCN(C(=O)c2ccco2)CC1
 : -12	3	3	-9	2	-16	-6	13	-2	0.9	-1

Screening data deposited in PubChem BioAssay by several laboratories.
